# Bioassay records (PubChem)
# CCR6 antag: blocks CCL20-driven beta-arrestin recruitment at human CCR6 | inhibition, % at 20 µM | hit rate 0.49% among 340,000 | AID 493098 | CHO-K1 CCR6 PathHunter beta-arrestin, luminescence, CCL20-stimulated;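 active = compounds whose inhibition of the agonist-driven luminescence signal at 20 µM reaches about 50%, limit read from the data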;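 note: cells stimulated with CCL20 at 14 nM final; plate controls were DMSO with CCL20 for no effect and DMSO without agonist for full effect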
# Target sequence (P51684 whole entry, looked up): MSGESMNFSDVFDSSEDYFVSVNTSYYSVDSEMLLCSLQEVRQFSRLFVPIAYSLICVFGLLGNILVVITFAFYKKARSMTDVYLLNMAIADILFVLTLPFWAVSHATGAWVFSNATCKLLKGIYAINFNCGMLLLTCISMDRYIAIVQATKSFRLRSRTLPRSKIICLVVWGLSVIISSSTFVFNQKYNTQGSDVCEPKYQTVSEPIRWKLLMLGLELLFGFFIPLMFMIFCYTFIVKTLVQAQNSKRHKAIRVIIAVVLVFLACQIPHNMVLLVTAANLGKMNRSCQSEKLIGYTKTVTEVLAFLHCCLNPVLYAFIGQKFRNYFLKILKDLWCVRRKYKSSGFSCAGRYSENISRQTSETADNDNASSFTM
# Mdm2-MdmX inh: disrupts the human Mdm2-MdmX interaction; O15151+Q00987; hit rate 3% among 330,000; inhibition, % at 8 µM; AID 485346; SaOS-2 split-luciferase Mdm2/MdmX complementation, luminescence;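 active = inhibition of at least 50% at 8 µM in the primary screen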
# Gli-Sufu antag: Gli-Sufu pathway antagonism; inhibition, % at 5 µM; AID 588413; hit rate 0.74% among 340,000; Sufu-KO-LIGHT fibroblasts, Gli luciferase reporter luminescence;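 active = inhibition above about 55%, limit read from the data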;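 note: 0% = DMSO-treated cells and 100% = wells with medium but no cells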
# Jurkat NFkB inh: inhibitors of the PMA/ionomycin-induced NF-kB reporter in Jurkat cells; PMA/ionomycin-induced NF-kB luciferase reporter, luminescence; inhibition, % at 4 µM; hit rate 0.53% among 330,000; AID 435003; in the data active = inhibition above about 50%
# EBI2 block: blocks human EBI2 receptor beta-arrestin signaling. hit rate 0.81% among 360,000. inhibition, % at 5 µM. AID 651636. EBI2 beta-arrestin recruitment, luminescence, 7a,25-OHC stimulated; in the data active = inhibition above about 38%;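 note: enzyme fragment complementation signal reports receptor beta-arrestin coupling in cells; 0% = agonist plus DMSO wells and 100% = wells without agonist; some results beyond the cut were filed as inactive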
# Target sequence (P32249 whole entry, looked up, the tested form may be a part): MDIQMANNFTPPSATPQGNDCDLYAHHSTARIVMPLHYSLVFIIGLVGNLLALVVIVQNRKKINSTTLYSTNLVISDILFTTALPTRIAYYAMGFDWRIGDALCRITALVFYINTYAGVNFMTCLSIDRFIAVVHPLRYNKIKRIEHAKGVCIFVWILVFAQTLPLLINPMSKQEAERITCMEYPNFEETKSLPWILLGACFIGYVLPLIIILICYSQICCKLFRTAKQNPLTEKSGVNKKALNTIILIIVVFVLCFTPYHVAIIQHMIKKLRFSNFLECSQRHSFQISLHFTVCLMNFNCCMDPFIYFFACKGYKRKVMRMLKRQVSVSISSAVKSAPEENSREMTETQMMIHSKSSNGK
# UPR XBP1 act: adaptive UPR (XBP1) activation | activation, % at 20 µM | CHO-XBP1 luciferase reporter, IRE1-XBP1 UPR activation, luminescence; percent of tunicamycin response, DMSO as zero | hit rate 0.33% among 330,000 | AID 463104;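 active = versus positive control, 20 µM dose yields 30% or more activation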;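 note: 100% = tunicamycin at 10 µg/mL and 0% = DMSO only wells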
#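 assay system = CHO-XBP1 luciferase reporter cells | amount = 1000 cells/well | buffer or medium = F12 plus 10% FBS | compound dosing = single point, 20 µM final compound, 1% DMSO | incubation = 16-18 h cell attachment at 37 °C, then 6 h compound exposure | detection = Steady-Glo luminescence read | controls = tunicamycin 10 µg/mL and vehicle-only wells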
# 697 NFkB inh: inhibitors of the PMA/ionomycin-induced NF-kB reporter in 697 B cells. 697 B-cell NF-kB luciferase reporter, 16 h. inhibition, % at 4 µM. hit rate 0.33% among 330,000. AID 435022; in the data active = inhibition above about 35%
# UPR CHOP act: apoptotic UPR (CHOP) activation; CHO-CHOP luciferase reporter, luminescence; percent of tunicamycin response over DMSO baseline; activation, % at 10 µM; hit rate 0.34% among 330,000; AID 449763;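 active = at 10 µM dose, activation of 40% or more, normalized to positive control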;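 note: 100% = tunicamycin at 10 µg/mL and 0% = DMSO alone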
#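 System: CHO CHOP reporter cells. Amount: 500 cells per well. Buffer or medium: F12 medium, 10% FBS. Compound dosing: one dose, 10 µM in 0.5% DMSO. Incubation: 6 h compound exposure at 37 °C after overnight seeding. Technique: Steady-Glo luciferase luminescence. Benchmarks: tunicamycin and DMSO controls.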
# CXCR6 block: CXCR6 (human) receptor inhibition; AID 602244; hit rate 0.36% among 360,000; O00574; inhibition, % at 20 µM; CHO-K1 PathHunter CXCR6 beta-arrestin, luminescence; in the data active = inhibition above about 34%, passing the limit was not always enough;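 note: antagonist mode with CXCL16 agonist at 10 nM final; 0% = 10 nM CXCL16 with DMSO and 100% = unstimulated wells without agonist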
# Target sequence (O00574 whole entry, looked up): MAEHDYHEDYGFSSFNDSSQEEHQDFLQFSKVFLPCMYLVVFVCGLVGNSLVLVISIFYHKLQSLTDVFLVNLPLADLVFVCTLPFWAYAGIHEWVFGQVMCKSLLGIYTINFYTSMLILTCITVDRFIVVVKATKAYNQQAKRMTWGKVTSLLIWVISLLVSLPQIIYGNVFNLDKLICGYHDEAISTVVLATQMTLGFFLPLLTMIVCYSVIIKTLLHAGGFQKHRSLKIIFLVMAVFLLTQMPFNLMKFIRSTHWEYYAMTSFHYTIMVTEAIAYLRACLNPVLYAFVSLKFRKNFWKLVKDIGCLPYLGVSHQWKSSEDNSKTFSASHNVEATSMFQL
# Active calls of the source: *; nt = not tested or not shown.
SMILES,CCR6 antag,Mdm2-MdmX inh,Gli-Sufu antag,Jurkat NFkB inh,EBI2 block,UPR XBP1 act,697 NFkB inh,UPR CHOP act,CXCR6 block
COc1ccc(SCc2noc(C(=O)NCC3CCCO3)c2C(=O)O)cc1 (configuration not stated),-6,-5,9,0,1,0,1,-2.4,0
COc1cc(NC(=O)C2CCCCC2)c2ncccc2c1,-11,-24,1,-16,-19,3,-15,1.3,-11
O=C(Cn1c(=O)n(CC2CCCO2)c(=O)c2ccccc21)c1ccc(Cl)c(Cl)c1 (configuration not stated),19,30,6,8,3,0,8,1.0,3
O=C1CCc2cc(S(=O)(=O)Nc3ccccc3)cc3c2N1CCC3,8,23,-5,-20,-4,-5,12,0.4,0
CN(CC(=O)Nc1ccccc1Cl)CC(=O)N1CCc2ccccc21,4,6,5,2,1,-4,19,-1.3,4
N#CCCCn1c(=O)oc2ccccc21,-6,-1,-28,-9,-10,1,12,-3.0,4
CCOC(=O)c1sc2nc(C)nc(NCCc3ccc(S(N)(=O)=O)cc3)c2c1C,4,34,-5,-10,14,8,-3,1.3,4
Cc1cc(C)c(C(CC(=O)c2cccs2)C(C#N)C#N)c(C)c1 (configuration not stated),28,28,-4,-65,10,-1,-33,47*,20
CCN(CC)C(=O)COc1ccc2c3c(c(=O)oc2c1)CCCC3,2,-22,3,-16,1,1,-6,3.3,16
Cc1ccccc1NC(=O)CSc1nnc(Cc2ccccc2)o1,2,-52,-25,-4,6,-2,12,1.4,3
O=C(O)c1cc(-c2ccc(N3CCOCC3)cc2)nn1-c1ccccc1Cl,1,-23,31,16,-3,-3,25,-2.1,4
C[C@H](NS(=O)(=O)c1ccccc1F)C(=O)OCC(=O)N1CCc2ccccc21,4,-8,-1,-17,-1,0,-38,0.3,-11
CCn1nnnc1SCC(=O)N1c2ccccc2NC(=O)CC1C (configuration not stated),4,-13,1,-2,3,0,11,1.4,2
COc1cc(C)ccc1OCc1cc(C(=O)N(Cc2nccn2C)C(C)C)no1,7,-140,-39,-92,-2,1,-113,1.6,-9
O=C(COC(=O)CCS(=O)(=O)c1ccccc1)Nc1ccccc1,0,9,-5,12,1,-2,16,1.0,0
C/C=C(\NC(C)=O)c1ccccc1,9,-9,-3,-5,-7,0,-7,0.7,2
Cc1ccc(-c2nc(C3CCN(S(C)(=O)=O)CC3)no2)cc1,-8,-10,-5,-21,-3,0,-15,1.9,-16
CCS(=O)(=O)c1nc(S(=O)(=O)c2ccc(Cl)cc2)c(N2CCN(CCO)CC2)s1,0,2,12,1,-6,-4,1,-2.3,-2
O=C(NNC1=C(C(=O)C(F)(F)F)CCC1)c1ccc(Br)cc1,28,40,-30,-12,0,-2,-24,-0.3,15
O=C(CSc1nnc(CNC(=O)c2ccccc2F)o1)NC1CCCCC1,9,9,-1,-3,-9,-5,-6,2.7,0
COc1ccc(-n2cnnc2SCC(=O)Nc2nc(C)c(Cl)cc2Cl)cc1,-5,8,-29,-6,10,0,5,0.2,4
CC1CCCC(C)N1/N=C/c1ccc(C#N)cc1 (configuration not stated),16,19,-10,-2,-4,-2,0,-0.5,-3
CCOCCOCN(C#N)c1nc(OC)nc(N(C)C)n1,3,23,2,-1,-2,0,-30,1.1,-7
COc1cc(C(=O)NNC(=O)COc2ccc(Cl)cc2)ccc1OCC(=O)N1CCOCC1,8,-5,-3,13,-4,0,16,0.7,-4
Cc1cc(OCC(=O)Nc2ccncc2)ccc1Cl,1,8,-14,-1,-1,-3,-12,0.9,-18
SMILES,CCR6 antag,Mdm2-MdmX inh,Gli-Sufu antag,Jurkat NFkB inh,EBI2 block,UPR XBP1 act,697 NFkB inh,UPR CHOP act,CXCR6 block
CN=c1sc2ccccc2n1CC(O)COc1ccccc1 (configuration not stated),13,29,27,3,0,3,10,-2.9,8
Cc1ccc(-c2nc(N/N=C/c3ccncc3)c3ccccc3n2)cc1,4,-24,-14,-127,12,-1,-201,-0.9,6
Cc1noc(C)c1COc1ccc(C(=O)NNC(=O)c2ccccc2F)cc1,1,29,-15,56*,-8,0,-50,0.2,2
CCOC(=O)N1CCN(C(=O)CCc2ccc(S(=O)(=O)NC(C)C)cc2)CC1,5,40,8,-32,-2,-8,-33,-5.2,-1
CCOC(=O)Cc1ccc(NS(=O)(=O)c2ccc(SC)cc2)cc1,17,-8,-9,4,3,-4,9,-1.5,-22
C[n+]1ccccc1/C=C1\Sc2ccccc2N1CCO,-4,4,21,-1,1,1,-2,2.7,9
CC(C)NC(=O)C1CCN(C2CCN(Cc3cn[nH]c3-c3ccccc3)CC2)CC1,0,-3,-3,6,5,-2,12,-0.7,-5
COC(=O)C(C(=O)OC)[C@@H]1C=C[C@H](C[N+](=O)[O-])N(C(C)=O)C1,9,nt,2,nt,-6,nt,nt,nt,4
CC(C)(C)c1ccc(CCC(CC(=O)O)CC(=O)O)cc1,8,24,2,-8,-3,-1,1,2.3,4
O=c1oc(=O)c2ccccc2c2ccccc12,7,nt,0,nt,6,nt,nt,nt,7
O=C(C1=C[C@H](c2ccccc2)C[C@H](OCc2ccc(CO)cc2)O1)N1CCOCC1,1,14,1,1,-11,-3,6,-1.3,-8
CCc1ccccc1NC(=S)N(CCN1CCCCC1)Cc1ccco1,5,19,9,0,5,-2,21,3.3,13
COc1ccc(NC(=O)c2sc(N3CCOCC3)nc2-c2ccccc2)c(OC)c1,4,10,8,-16,12,3,15,2.4,-6
Cc1c(NC(=O)/C=C/c2cn(-c3ccccc3)nc2-c2ccccc2)c(=O)n(-c2ccccc2)n1C,-5,38,-10,18,-2,10,35*,4.0,-1
CC(Sc1nnc(Cc2cccs2)n1C)C(=O)Nc1ccc(C(N)=O)cc1 (configuration not stated),-9,-4,-2,6,-11,-3,16,0.7,7
COc1ccc(-c2cc(C(F)(F)F)n3nc(N)nc3n2)cc1,-7,-17,-5,-11,6,2,-9,2.7,6
CCOC(=O)c1cnc(SC)nc1Nc1cccc2ccccc12,11,21,4,-6,23,0,-34,-0.5,8
O=C(Nc1ccccc1-c1nc2ccccc2s1)C1=COCCO1,6,39,0,-1,-3,3,12,-1.7,7
CCOC(=O)Cn1c(-c2ccccc2)nc2ccccc2c1=O,-3,0,5,2,-10,-1,5,-1.1,-6
O=C(O)CS(=O)CC(=O)NCc1cccc(C(F)(F)F)c1 (configuration not stated),3,16,-34,10,-5,-3,9,0.7,-10
O=C(NC1CCCCC1)C(c1ccc(F)cc1)N(Cc1ccco1)C(=O)CN1C(=O)c2ccccc2S1(=O)=O (configuration not stated),9,-3,6,2,1,-2,9,2.8,-9
C=CCN1C(=O)C(C(C)CC)NC1=S (configuration not stated),17,-11,-9,-2,-5,-1,12,-0.7,-6
O=[N+]([O-])c1cc(CSC2=NCCN2)ccc1O,6,nt,3,nt,5,nt,nt,nt,-5
O=C(COC(=O)C1=NNC(=O)CC1)NCCc1ccccc1,-1,27,-12,4,-2,1,21,0.7,1
COc1ccc(CNC(=O)CCCN2C(=O)NC3(CCCC3)C2=O)cc1,-4,25,5,4,-16,-4,7,-0.2,-4

# Given tab-delimited: entries from further up.
Molecule	CCR6 antag	Mdm2-MdmX inh	Gli-Sufu antag	Jurkat NFkB inh	EBI2 block	UPR XBP1 act	697 NFkB inh	UPR CHOP act	CXCR6 block
CC(Sc1nnc(Cc2cccs2)n1C)C(=O)Nc1ccc(C(N)=O)cc1 (configuration not stated)	-9	-4	-2	6	-11	-3	16	0.7	7
CCOC(=O)N1CCN(C(=O)CCc2ccc(S(=O)(=O)NC(C)C)cc2)CC1	5	40	8	-32	-2	-8	-33	-5.2	-1
O=C(O)CS(=O)CC(=O)NCc1cccc(C(F)(F)F)c1 (configuration not stated)	3	16	-34	10	-5	-3	9	0.7	-10
C=CCN1C(=O)C(C(C)CC)NC1=S (configuration not stated)	17	-11	-9	-2	-5	-1	12	-0.7	-6

# Further entries follow:
SMILES,CCR6 antag,Mdm2-MdmX inh,Gli-Sufu antag,Jurkat NFkB inh,EBI2 block,UPR XBP1 act,697 NFkB inh,UPR CHOP act,CXCR6 block
COc1cc(/C=N/Nc2ccccn2)ccc1OCC(C)C,15,-58,-55,-118,9,12,-118,3.3,3
CC(NC(=O)c1ccco1)c1nc(-c2ccccc2Cl)no1 (configuration not stated),16,5,6,-1,-5,-5,20,-0.3,1
CC(C)N(CCNC(=O)c1ccc(OCC2CCCO2)cc1)C(C)C (configuration not stated),0,5,12,-8,2,4,-4,0.1,-11
O=C(c1ccc(Cl)cc1)c1ccccc1C(=O)N1CCOCC1,10,0,4,7,-5,-3,4,1.5,4
C=C(C)Cn1c(=O)c(NC(=O)c2ccccc2)c2n(c1=S)CCC2,18,19,3,10,-12,-2,22,-0.7,0
Cc1cccnc1NC(=O)C12CCC(C)(C(=O)O1)C2(C)C (configuration not stated),-8,0,0,6,-15,3,14,0.4,8
CCCCN(Cc1ccco1)S(=O)(=O)c1ccc(-c2ccc(=O)[nH]n2)s1,21,24,-21,-1,9,3,5,-1.6,-7
COC(=O)c1ccc(=O)n(CC(=O)c2ccc(Cl)cc2)c1,7,3,1,14,-9,5,0,0.1,2
C=CCc1cccc(/C=N/NC(=O)C[n+]2ccccc2)c1O,2,7,4,11,3,-2,2,1.8,-2
Cc1cc(NS(=O)(=O)c2ccc(NC(=O)/C=C/c3ccccc3)cc2)nc(C)n1,13,32,1,0,-3,-4,6,-0.7,-1
CC1Cc2ccccc2N1C(=O)Cn1nnc(-c2ccccc2NC(=O)C2CCC2)n1 (configuration not stated),18,8,3,-7,17,-4,-15,-0.3,2
O=C(Cn1ccc([N+](=O)[O-])n1)N1CCCCCC1,1,-32,3,-4,-1,1,24,-1.9,6
CCc1ccc(N(C(=O)c2csnn2)C(C(=O)NC2CCCCC2)c2ccncc2)cc1 (configuration not stated),19,5,-1,-9,5,-2,7,-2.0,13
COc1ccc(CNc2ccc3c(c2)nc(C)n3C)cc1,6,-57,-55,-41,-8,-3,-50,3.0,-8
O=C(NNC(=O)c1nn(-c2ccc(F)cc2)ccc1=O)c1ccc(Cl)cc1,4,15,-11,-3,-2,-3,5,0.7,1
CC[C@H](C)[C@@H](C(=O)N1CCNCC1)n1cc([C@@H](N)CO)nn1,0,12,-23,4,-9,-1,4,-1.9,-5
Cc1ccc(N2CC(C(=O)Nc3cc(C)on3)CC2=O)c(C)c1 (configuration not stated),3,-1,6,13,12,-2,-4,1.1,4
Cc1ccccc1-n1c(=O)cc(N2CC(C)OC(C)C2)[nH]c1=O (configuration not stated),5,-8,2,0,5,-1,32,-1.2,0
CCN(CC(=O)Nc1sc2c(c1C#N)CCCC2)Cc1nc2ccccc2c(=O)[nH]1,8,11,0,5,-4,-1,8,2.7,-4
COC(=O)C(Cc1ccc(O)cc1)NC(=O)NC12CC3CC(CC(C3)C1)C2 (configuration not stated),-11,13,9,9,-3,-4,-5,1.4,-6
Cc1ccc(-n2c(C)cc(C3N=C(N)Nc4nc5ccccc5n43)c2C)c(C)c1 (configuration not stated),14,72*,4,8,-5,0,8,-1.7,7
O=C(CCc1nnc(CCCCc2ccccc2)o1)NCCn1cccn1,-1,1,2,0,-4,2,3,-0.2,9
CCCC(=O)Nc1cccc(C(=O)Nc2ccccc2OCC)c1,nt,16,nt,-17,nt,-2,-17,0.1,nt
